Lipid storage S3: qHTS Assay for Lipid Storage Modulators in Drosophila S3 Cells. Drosophila S3 cells, BODIPY lipid droplet fluorescence, 18-24 h; cells fed with added oleic acid. lipid storage change, negative = inhibition, % at the top dose, mostly 46.1 µM; hits show Potency in µM. 320,000 compounds, 0.64% hits. AID 2685; active = well fitted inhibition curve with a large enough effect in the signal ratio, with a control signal flat, not every such curve was filed as active; inconclusive = small, poorly fitted or top-dose-only effect, or effect the other way, or a change in a side signal; the % refers to the signal ratio
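Drosophila S3 cells got compounds at several concentrations plus oleic acid (400 uM solution). Laser-scanning cytometry with 488 nm excitation read lipid droplets at 500-530 nm and cells at 575-640 nm. Percent activity was relative to 20 uM Triacsin C.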
Lipid storage S3 cell count max: recorded beside Lipid storage S3, whose call it bears; cell number change, %; measured here: cell count max response;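 cells counted by Cell Tracker Red CMTPX staining in the red channel; peak over a dose series mostly up to 46.1 µM; percent activity relative to internal control wells on each plate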
* = called active by the depositor; i = inactive; ? = inconclusive; / = not tested or not shown; [ ] = remark or other dose. % is scaled to controls: 0 for no effect and ±100 for the full control effect; potency is read from the fitted curve at half-maximal effect. This is a subset. The share of hits here may be higher or lower than overall.

Under each structure: Lipid storage S3	Lipid storage S3 cell count max
- CCCN1C2=C(C(=O)CCC2)C(c2ccc(O)c(Br)c2)C2=C1CCCC2=O
 : 2%	-19
- CN(C)CCCNC(=O)c1cc(C(=O)c2cccc(Cl)c2Cl)c[nH]1
 : -7%	-4
- COC(=O)CCC(=O)N1CCCC(CO)(Cc2ccccc2C)C1 (stereo not given)
 : -4%	-9
- O=C(N/N=C/c1ccc[nH]1)c1ccccc1OCc1ccc(F)cc1
 : ?	/
- O=C(Cc1ccccc1Cl)Nc1nc2ccccc2[nH]1
 : ?	/
- COc1ccc(CC(=O)OCc2cc3ccccc3[nH]c2=O)cc1
 : 11%	0
- CC1=CC(C)(C)N=C(NC#N)N1
 : ?	/
- COc1cc(OC)cc(C(=O)Nc2nc3ccccc3[nH]2)c1
 : ?	/
- Cc1cccc(CC(=O)NCCN2CCOCC2)c1
 : ?	/
- Cc1nn(-c2ccccc2)c(=S)c2ccccc12
 : ?	/
- CCOC(=O)c1cnn(-c2nc(C)nc3sc4c(c23)CCC4)c1N
 : ?	/
- Cc1c(N=C2C(=O)Nc3ccccc32)c(=O)n(-c2ccccc2)n1C
 : 0%	-5
- COc1ccc(CN(C)c2ncnc3sccc23)c(OC)c1OC
 : ?	/
- Cc1cc2oc(=O)cc(CN3CCN(Cc4ccccc4)CC3)c2cc1C
 : ?	/
- CC1=CC2=NC(=O)/C(=C\c3cccn3CCOc3cc(C)cc(C)c3)C(=N)N2O1
 : 1%	7
- COCCNS(=O)(=O)c1ccc2c3c(cccc13)C(=O)N2C
 : -3%	4
- CC(OCC(O)CN1CCCCC1CCO)c1ccc(Cl)cc1 (stereo not given)
 : ?	/
- O=C(O)CCNS(=O)(=O)c1ccccc1Br
 : ?	/
- N/C(Cc1cccs1)=N\OC(=O)COc1ccccc1Cl
 : ?	/
- Cc1ccc(-c2nc(CS(=O)CC(=O)NCCN(CC(C)C)CC(C)C)c(C)o2)cc1 (stereo not given)
 : ?	/
- Cc1cccc(OCc2nnc(SCC(=O)Nc3sc(C)c(C)c3C#N)n2C)c1
 : ?	/
- CCCN1CCc2c(sc(NC(=O)Cc3ccc(F)cc3)c2C(N)=O)C1
 : i	/
- Cc1nc(C)c(-c2ccc(SCC(=O)Nc3cccc(Cl)c3)nn2)s1
 : ?	/
- Cc1ccc(C)c(OCCC(=O)NCCc2ccc(Cl)cc2)c1
 : 8%	-4
- C/C(=N\NC(=O)c1nn(C)cc1Br)c1ccncc1
 : ?	/
- COc1cc(S(=O)(=O)NC2CCCC2)ccc1Cl
 : 2%	11
- CC1(C)CC(=O)C(CC(=O)N2CCC(Cc3ccccc3)CC2)C(=O)C1
 : ?	/
- Cc1ccnc(NC(=O)CCc2c(C)nc3ncnn3c2C)c1
 : -2%	/
- Cc1cc(C)n(CC(=O)NC2CCCc3c2cnn3-c2ccc(C)c(C)c2)n1 (stereo not given)
 : 16µM*	-23*
- COc1cc(C)c(N)cc1C(C)C
 : i	/
- CC(C)COc1cccc(C(=O)Nc2ccc(CN3CCOCC3)cc2)c1
 : -8%	-18
- C/C(=N\NC(=O)c1nonc1N)c1cccs1
 : 1%	-7
- O=C(NCc1cccs1)C1CC(O)CN1C(=O)Nc1ccccc1 (stereo not given)
 : ?	/
- CCc1cccc(CC)c1NC(=O)Cn1c(-c2ccc(F)cc2)noc1=O
 : ?	/
- Cc1ccc(S(=O)(=O)N2CCN(C(=O)CSc3ccccn3)CC2)c(C)c1
 : 11%	5
- COc1cc(NC(=O)c2ccc(C)cc2)c(OC)cc1NC(=O)CN1CCCCC1
 : -1%	-4
- COc1ccc(N2CC(C(=O)OCC(=O)Nc3ccccc3C)CC2=O)cc1 (stereo not given)
 : ?	/
- COc1cc(/C=C2\SC(=S)N(Nc3ccccc3)C2=O)cc(OC)c1OC
 : ?	/
- O=C(NCCCN1CCOCC1)C(=O)N/N=C/c1c2ccccc2cc2ccccc12
 : 9%	4
- CCCCCCSc1nsc(NC(=O)CCC)n1
 : ?	/
- CC(=O)Nc1ccc(/C=N/NC(=S)NC(C)C)cc1
 : ?	/
- CCN(CC)C(=O)c1ccc(O)c(OC)c1
 : -1%	1
- CCOC(=O)N1CCN(C(=O)CN(C)S(=O)(=O)c2ccc(F)cc2)CC1
 : i	-8
- Cn1c(CCN2CCN(c3ccccn3)CC2)nc2cc(NC(=O)COc3ccc(Cl)cc3)ccc21
 : ?	/
- COc1ccc(Cl)cc1N(C)C(=O)CCNC(=O)Cn1cnc2ccccc2c1=O
 : ?	/
- Cc1c(OCC(=O)N[C@@H](Cc2c[nH]c3ccccc23)C(=O)O)ccc2c1oc(=O)c1ccccc12
 : ?	/
- N#Cc1ccccc1OCC(=O)OCC(=O)NC1CCCC1
 : 2%	-20
- COC(=O)[C@@H](Cc1ccccc1)NC(=O)NCCc1ccc(OC)c(OC)c1
 : ?	/
- CC(=O)Oc1ccc(CCC(C)OC(C)=O)cc1 (stereo not given)
 : ?	/
- COc1cccc(CNC(=O)C2CCN(S(=O)(=O)N3CCC4(CC3)OCCO4)CC2)c1
 : 22%	8

(list continues)
Under each structure: Lipid storage S3	Lipid storage S3 cell count max
- CC1(C)Oc2ccc3ccc(=O)oc3c2/C(=C/NC2CCCCC2)C1=O
 : -5%	-28
- NC(=O)c1ccc(/C(N)=N/S(=O)(=O)c2cc(C(F)(F)F)cc(C(F)(F)F)c2)cc1
 : ?	/
- CCOc1ccc(CCNC(=O)Cn2nc(C)n3cccc3c2=O)cc1OCC
 : ?	/
- COC(=O)c1ccc(NC(=O)CN2CCN(S(=O)(=O)c3ccc(Br)cc3)CC2)cc1
 : i	-11
- Cc1ccc(NCc2nnc(SCC(N)=O)n2CC2CCCO2)c(C)c1 (stereo not given)
 : 6%	11
- CCOc1ccc(NC(=O)N2CC(C)OC(C)C2)cc1 (stereo not given)
 : -45%	8
- COc1ccccc1-c1nnc(NC(=O)C(C)Sc2nncn2C)s1 (stereo not given)
 : 0%	15
- CC(Oc1ccccc1)C(=O)Nc1oc(-c2ccco2)c(-c2ccco2)c1C#N (stereo not given)
 : -15%	-15
- COc1ccccc1-c1nnc(SCC(=O)O)n1C
 : -3%	-3
- COc1ccc(-n2c(SCC(=O)NCC3CCCO3)nc3c([nH]c4ccccc43)c2=O)cc1OC (stereo not given)
 : i	-14
- COc1ccccc1N1CCN(Cc2nc(N)nc(Nc3ccc(C)c(Cl)c3)n2)CC1
 : ?	/
- CC1SC(=NC(=O)c2ccncc2)NC1=O (stereo not given)
 : ?	/
- CS(=O)(=O)N(Cc1ccccc1)c1ccc(C(=O)NC2CCCCC2O)cc1 (stereo not given)
 : 1%	-1
- Clc1ccc(/C=C/c2nc(Cl)c(-c3ccc(Cl)cc3)c(Cl)n2)cc1
 : ?	/
- c1nc(N2CCC3(CC2)OCCO3)c2c3c(sc2n1)CCCC3
 : ?	/
- CCOc1ccccc1C1NC(=O)NC(C)=C1C(=O)OCc1ccccc1 (stereo not given)
 : ?	/
- COc1ccc(NC(=S)N2CCN(S(=O)(=O)c3ccccc3)CC2)cc1OC
 : ?	/
- O=C(CC(C(=O)N1CCc2ccccc21)n1ccnc1)NCc1ccccc1 (stereo not given)
 : ?	/
- Cc1nnc(NC(=O)c2ccc3c(c2)OCO3)s1
 : ?	/
- O=C(NCc1ccccc1)c1nccnc1CO
 : -8%	/
- O=C(CCn1c(=O)c2sccc2n(CC(=O)OCc2ccccc2)c1=O)NCc1ccco1
 : ?	/
- CC1(C)Cc2ccccc2C2=C(C(=O)N3CCCCCC3)C(=O)C(=O)N21
 : -4%	2
- COc1ccc(/C=C2/SC(=S)N(c3ccc(S(=O)(=O)Nc4nccs4)cc3)C2=O)cc1
 : ?	/
- O=S(=O)(c1ccccc1Oc1ccc(Cl)cc1Cl)N1CCCCC1
 : ?	/
- O=C(N1CCOCC1)N1CCC(n2nnc3cc(F)ccc32)CC1
 : ?	/
- O=C(Cc1ccccc1)Nc1ccc(NC(=O)c2cccs2)cc1Cl
 : ?	/
- C/C(NCC(C)(C)CN(C)C)=C(/C#N)C(=O)NCc1ccccc1
 : i	12
- COc1ccccc1CNC(=O)[C@@H](NC(=O)C1CCN(C(=O)[C@@H]2CCCN2C(=O)OC(C)(C)C)CC1)C(C)C
 : ?	/
- CCc1ccc(S(=O)(=O)Nc2cccc(-c3ccc4nncn4n3)c2)s1
 : 6%	20
- CC1=C(C(=O)Nc2ccccc2C)C2(CCCCC2)C(C(N)=O)C(=S)N1 (stereo not given)
 : ?	/
- COc1ccc(OC)c(/C=N\NC(=O)c2ccc(-c3ccccc3)cc2)c1
 : ?	/
- CCNC(=O)NC(=O)CSc1nnc(-c2c[nH]c3ccccc23)o1
 : i	-23
- CC(C)(O)C(O)COc1c2ccoc2cc2oc(=O)ccc12 (stereo not given)
 : -13%	-19
- COc1ccc(NC2CCCN(C(=O)c3ccc(C(C)=O)s3)C2)cc1 (stereo not given)
 : ?	/
- c1ccc(-c2ccc(CN3C[C@@H]4C(c5ccccc5)C5(c6cccnc6)CC4(C5)[C@H]3c3ccccc3)cc2)cc1 (stereo not given in full)
 : ?	/
- Cc1ccc(Sc2oc(/C=N/n3cnnc3)cc2Br)cc1
 : ?	/
- COc1ccccc1C(CNC(=O)c1oc2ccccc2c1C)N1CCCC1 (stereo not given)
 : ?	/
- COC(=O)CNC(=O)/C=C/c1ccc(OC)cc1
 : 17%	-24
- Cc1ccc(N(CC(=O)NCc2ccccc2)S(=O)(=O)c2c(C)noc2C)cc1
 : ?	/
- CCn1c(O)c(C=NCc2ccccc2)sc1=S
 : ?	/
- Cc1ccc(CNC(=S)Nc2ccc(NS(=O)(=O)c3ccc(C)cc3)cc2)cc1
 : -8%	-15
- CCC(Sc1nc(=O)cc(N)n1-c1cccc(C)c1)C(=O)Nc1cc(C)on1 (stereo not given)
 : 17%	17
- CCOC(=O)c1c(S(=O)(=O)Nc2cccc(Cl)c2)c(C)n(C)c1C
 : i	/
- CCCC(=O)NC(c1ccc2c(c1)OCO2)c1cc(Cl)c2cccnc2c1O (stereo not given)
 : ?	/
- N/C(CCS(=O)(=O)c1ccc(Cl)cc1)=N\OC(=O)c1ccccc1C(F)(F)F
 : 8%	/
- CCCCNC(=O)CO/N=C(\C)c1cc2ccccc2o1
 : ?	/
- COc1cccc(-c2c(C#N)c(N)nc3c2c(C)nn3-c2ccccc2)c1O
 : ?	/
- CCN(C(=O)c1ccc(=O)[nH]c1)c1c(N)n(Cc2ccccc2)c(=O)[nH]c1=O
 : 0%	20
- Cc1ccc2nc(-c3ccc(NC(=O)CSc4nc(N)cc(=O)[nH]4)cc3)sc2c1
 : 11%	14
- CN1CCN(C(=O)N2CCNC2=O)CC1
 : ?	/

Entries listed so far with bromine, in the order listed:
Under each structure: Lipid storage S3	Lipid storage S3 cell count max
- CCCN1C2=C(C(=O)CCC2)C(c2ccc(O)c(Br)c2)C2=C1CCCC2=O
 : 2%	-19
- O=C(O)CCNS(=O)(=O)c1ccccc1Br
 : ?	/
- C/C(=N\NC(=O)c1nn(C)cc1Br)c1ccncc1
 : ?	/
- COC(=O)c1ccc(NC(=O)CN2CCN(S(=O)(=O)c3ccc(Br)cc3)CC2)cc1
 : i	-11
- Cc1ccc(Sc2oc(/C=N/n3cnnc3)cc2Br)cc1
 : ?	/

Additional entries:
Under each structure: Lipid storage S3	Lipid storage S3 cell count max
- COc1ccccc1/C=C1\SC(=O)N(CCC(=O)N(C)C2CCS(=O)(=O)C2)C1=O (stereo not given)
 : i	-15
- CCOc1ccccc1N1CCN(C(=S)Nc2ccc(S(N)(=O)=O)cc2)CC1
 : ?	/
- CCc1ccc(CC(=S)N2CCOCC2)cc1
 : 6%	4
- COc1ccccc1C(=O)NCC(=O)N/N=C/c1ccc2c(c1)OCO2
 : ?	/
- O=C(NCC1CCCO1)c1ccc(Oc2ccc([N+](=O)[O-])cc2Cl)cc1 (stereo not given)
 : ?	/
- CCOc1cc(/C=C(\C#N)C(=O)Nc2cccc(C(=O)O)c2)ccc1OCc1ccccc1Cl
 : ?	/
- O=C(OCC(=O)N1CCCC1)c1ccc(OC(F)(F)F)cc1
 : ?	/
- COc1cc(CNCCc2ccccc2F)ccc1OCC(=O)N1CCCCC1
 : ?	/
- O=C(CCCN1C(=O)c2cccc3cccc(c23)C1=O)N1CCN(c2ccc(F)cc2)CC1
 : 11%[9.22 µM]	14
- COn1c(=O)c(-c2ccc(F)cc2)[n+]([O-])c2ccccc21
 : 16%	8
- CCOc1ccc(N(C(C)C(=O)NC2CCCCCC2)S(C)(=O)=O)cc1 (stereo not given)
 : i	/
- COc1ccc(NC(=O)c2cc(OC)c(OC)c(OC)c2Br)cc1OC
 : ?	/
- CC1CCCN(C(=O)CSc2nnc3n(C4CCCC4)c(=O)c4ccccc4n23)C1 (stereo not given)
 : i	10
- Cc1ccc2oc(C(=O)N(CCO)Cc3ccccc3)c(C)c2c1
 : ?	/
- Cn1c(=O)[nH]c(=O)c2[nH]c(NCCCN3CCOCC3)nc21
 : ?	/
- C=CCc1c(C)nc(-c2ccccc2)nc1Nc1ccccc1O
 : ?	/
- O=S(=O)(c1ccc(F)c(F)c1)N1CCC2(CC1)OCCO2
 : 14%	-8
- CC(C)CNC(=O)COC(=O)CNC(=O)c1cc(Cl)cc([N+](=O)[O-])c1
 : 9%	0
- O=c1c2ccccc2[nH]c(=S)n1CCCN1CCN(c2ccccc2F)CC1
 : -1%	-6
- COc1cc(NC(=O)CN2C(=O)NC(c3ccccc3)(c3ccccc3)C2=O)cc(OC)c1
 : ?	/
- CC(=O)N1CCN(C(=O)c2ccc(Cl)c(S(=O)(=O)N3CCCCCC3)c2)CC1
 : 15%	-2

Look-ups from the list.
In Lipid storage S3, `COc1ccccc1-c1nnc(SCC(=O)O)n1C` has -3%
In Lipid storage S3 cell count max, `Cc1ccc(CNC(=S)Nc2ccc(NS(=O)(=O)c3ccc(C)cc3)cc2)cc1` has -15

Source: PubChem
